Rat MKP-3 inhibitors: MKP-3 phosphatase inhibitors, primary screen, biochemical, rat enzyme, in vitro (AID 425); Dual specificity protein phosphatase 6 (Rattus norvegicus); recombinant MKP-3 phosphatase activity, fluorescence; higher % means a stronger effect; inhibition, % at 20 µM, or IC50 in µM where a hit was titrated; 110,000 tested, 0.17% active; in the data active = inhibition above about 50%;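 note: plate controls were vehicle for no effect and reference inhibitor for full effect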
Hsp70 inhibitors: Hsp70 inhibitors, probe displacement, primary screen, biochemical, fluorescence polarization (AID 583); displacement, % at 20 µM, or IC50 in µM where a hit was titrated; 140,000 tested, 0.06% active; Hsp70 fluorescence polarization probe displacement, mP; higher % means a stronger effect; in the data active = displacement above about 50%;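 note: plate controls were vehicle for no effect and reference ligand for full effect; a part of the inactive calls stands beside numbers as strong as those of hits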
Active calls of the source: *; . = not tested or not shown; & = joins results of further samples. Not all compounds are listed; count on the stated rates, not on these rows.

canonical_smiles,Rat MKP-3 inhibitors,Hsp70 inhibitors
O=C(Nc1ccc(F)c([N+](=O)[O-])c1)c1cc(I)ccc1Cl,-2%,7.1%
COc1ccc(Cc2nnc(NS(C)(=O)=O)s2)cc1,.,2.5%
Cc1cc(C)n2c(SCc3c(C)noc3C)nnc2n1,.,3.6%
CCOC(=O)c1ccc(NC(=O)/C=C/c2ccc(OC)cc2)cc1,0%,10%
Cc1cccc(OCCOCCN2CCC(C)CC2)c1,-2%,-0.7%
O=C(Nc1ccc(Br)cc1)NC(c1ccccc1)c1ccccc1,3%,-5.5%
Cc1cc(C)c2c(=O)n(CC(=O)N3CCC(Cc4ccccc4)CC3)sc2n1,-4%,1.0%
COC(=O)c1cc(NC(=O)c2sc3cc(C)ccc3c2Cl)cc(C(=O)OC)c1,2%,0.0%
O=C(O[C@H]1CCN(C(=O)c2ccccc2)[C@@H]2CCCC[C@H]12)c1ccccc1,3%,-0.7%
CCOC(=O)c1cccc(NS(=O)(=O)c2c(C)[nH]c(=O)[nH]c2=O)c1,4%,2.8%
CC(c1nc2ccccc2o1)N1C(=O)c2ccccc2C1=O (configuration not stated),.,2.5%
CCOC(=O)C(C(=O)OCC)C(CC(=O)c1ccccc1)c1ccccc1 (configuration not stated),-1%,1.1%
CS(=O)(=O)Nc1nnc(SCC(=O)Nc2cccc([N+](=O)[O-])c2)s1,3%,-3.2%
Cc1ccc(NC(=O)CSCc2c(C)noc2C)cc1C,-1%,-5.0%
O=C(Nc1cc(C(F)(F)F)ccc1N1CCOCC1)C1Cc2ccccc2CN1C(=O)c1ccco1 (configuration not stated),13%,-1.9%

(next part)
canonical_smiles,Rat MKP-3 inhibitors,Hsp70 inhibitors
CCOC(=O)CC(=O)CSc1nc2nc(C)cc(C)n2n1,0%,-2.2%
O=C(CCCN1C(=O)c2cccc3cccc(c23)C1=O)OCc1ccc2c(c1)OCO2,3%,1.9%
CS(=O)(=O)N(Cc1ccc(C(=O)N2CCCCCC2)cc1)c1ccccc1,2%,4.6%
O=C1c2ccccc2C(=O)N1CCC(=O)N1CCCc2ccccc21,-4%,-0.2%
Cc1onc(-c2ccccc2)c1C(=O)Nc1sc2c(c1C#N)CCC2,1%,-3.3%
CC(C)=CCCC(C)NC(=O)NC1CCCCC1 (configuration not stated),-3%&4%,5.1%&-1.9%
Cc1cc(S(=O)(=O)N2CCN(c3ccc(F)cc3)CC2)c(C)s1,-2%,2.5%
Cc1ccc(-c2cc(C(=O)N3CCN(c4cccc(Cl)c4)CC3)c3ccccc3n2)c(C)c1,3%,-1.2%
CCN(CC)CCN1C(=O)C(=O)/C(=C(/O)c2c(C)[nH]c(C(=O)OC)c2C)C1c1cccs1 (configuration not stated),.,5.6%
Cc1cc(NC(=O)c2cc3n(n2)C(C(F)(F)F)CC(c2ccc(Cl)c(Cl)c2)N3)no1 (configuration not stated),-1%&-2%,-3.2%&-1.5%
COc1ccc(/C(O)=C2\C(=O)C(=O)N(CC3CCCO3)C2c2cc(OC)ccc2OC)cc1 (configuration not stated),-8%,3.7%
Cc1ccc(/C(O)=C/c2nc3ccc(C)cc3oc2=O)cc1,0%,-165%
Cn1c(=O)c2c(nc(SCC(=O)N3CCc4ccccc43)n2Cc2ccccc2)n(C)c1=O,0%,-2.5%
COCC(=O)Nc1cc(C)c2c(=O)oc3ccccc3c2n1,2%,3.1%
CC(C)(C)N1C(=O)c2ccc(C(=O)Nc3nccs3)cc2C1=O,-10%,1.8%

Other structures.
canonical_smiles,Rat MKP-3 inhibitors,Hsp70 inhibitors
O=C(c1ccc2c(c1)OCO2)N1CCN(Cc2ccccc2)CC1,0%,-0.1%
CCCCN(C)CCCNC(=O)c1ccc2c(c1)NC(=O)C(N1CCOCC1)S2 (configuration not stated),-4%,2.7%
CCOC(=O)c1c(C)sc(Sc2ccc(Cl)cc2[N+](=O)[O-])c1OC(C)=O,2%,-4.5%
Cc1ccc(OCC(=O)NCc2ccccc2Cl)c(C)c1,4%,2.5%
NS(=O)(=O)c1cccc(NC(=O)c2ccc(-c3ccccc3)cc2)c1,2%,-0.8%
Cc1ccc(CN2CCNC2=O)cc1,.,4.9%
COc1cccc(CN2CCN(C(=O)c3ccc(F)cc3)CC2)c1OC,2%,0.2%
COc1ccc(CNc2cccc(C)c2)cc1OC,2%,-5.9%
CCOc1ccccc1NC(=O)c1c(NC(=O)c2ccccc2Br)sc2c1CCC2,5%,-5.0%
O=C1CCCCC1Oc1ccc2c(-c3ccccc3)cc(=O)oc2c1 (configuration not stated),2%,-0.9%
O=C(Nc1ccccc1Cl)c1ccc(S(=O)(=O)N2CCOCC2)cc1,-12%&2%,-0.8%&-1.2%
O=C(CSc1nnc2c3cc(F)ccc3nc(-c3ccccc3)n12)N1CCOCC1,1%,7.9%
Cc1ccc(-c2nc3ccc(Cl)cc3o2)cc1NC(=O)c1ccccc1F,0%,2.1%
COc1cccc(NC(=O)c2ccc(CN(c3ccccc3)S(C)(=O)=O)cc2)c1,4%,-0.1%
CC(C)(C)c1cc(NC(=O)c2cccnc2)no1,-6%,-1.7%

The closing seven records of the section before come first, to join the parts.
canonical_smiles,Rat MKP-3 inhibitors,Hsp70 inhibitors
CCOc1ccccc1NC(=O)c1c(NC(=O)c2ccccc2Br)sc2c1CCC2,5%,-5.0%
O=C1CCCCC1Oc1ccc2c(-c3ccccc3)cc(=O)oc2c1 (configuration not stated),2%,-0.9%
O=C(Nc1ccccc1Cl)c1ccc(S(=O)(=O)N2CCOCC2)cc1,-12%&2%,-0.8%&-1.2%
O=C(CSc1nnc2c3cc(F)ccc3nc(-c3ccccc3)n12)N1CCOCC1,1%,7.9%
Cc1ccc(-c2nc3ccc(Cl)cc3o2)cc1NC(=O)c1ccccc1F,0%,2.1%
COc1cccc(NC(=O)c2ccc(CN(c3ccccc3)S(C)(=O)=O)cc2)c1,4%,-0.1%
CC(C)(C)c1cc(NC(=O)c2cccnc2)no1,-6%,-1.7%
CC(=O)Nc1cccc(N2CCCC2=O)c1,-15%&-3%,4.4%&-1.4%
CCOC(=O)c1ccc(NC(=O)Nc2cc(C)on2)cc1,-12%,3.9%
COc1cccc(C(=O)N2CCN(Cc3ccc(OC)c(Br)c3)CC2)c1,3%,-2.9%
COc1cc2cc(C(c3nnnn3C3CCCCC3)N(C)C3CCCCC3)c(=O)[nH]c2cc1OC (configuration not stated),-9%,-2.7%
CSc1nnc2n(C)c3c(c(=O)n12)C1(CCCC1)Cc1ccccc1-3,-1%,-2.1%
CN(C(=O)C1CCOC1)c1nnc(-c2cnccn2)s1 (configuration not stated),-3%,-3.8%
COc1ccc(-c2c(C)n([O-])c(C)c(-c3ccccc3)[n+]2=O)cc1OC,.,-4.6%
CCOC(=O)c1c(NC(=O)C2CCCN2S(=O)(=O)c2cccc3nsnc23)sc(C)c1C (configuration not stated),-10%,.
COc1cc(NC(=O)c2cc3nc(-c4ccc5c(c4)OCO5)cc(C(F)(F)F)n3n2)c(OC)cc1Cl,1%,-1.6%
CCOC(=O)c1sc(NC(=O)/C=C/c2cccc([N+](=O)[O-])c2)c(C(=O)OCC)c1C,-1%,-1.8%
O=C(NCc1ccc(Cl)cc1Cl)c1ccccn1,1%,-4.2%
Cc1ccc(OC(C)C)c(CN(CCO)CCO)c1,.,0.7%
Cc1noc(C)c1COC(=O)c1cc(C)n(-c2ccccc2)c1C,-15%,1.3%
COc1ccc(NC(=O)C2C3CCC(C3)C2C(=O)O)cc1OC (configuration not stated),-6%&3%,4.8%&-4.5%
COc1ccc(NC(=O)c2ccccc2NC(=O)C2CCCO2)cc1 (configuration not stated),-8%,3.9%

New compounds follow:
canonical_smiles,Rat MKP-3 inhibitors,Hsp70 inhibitors
CC1CCCC(NS(=O)(=O)c2ccc3c(c2)OCCO3)C1C (configuration not stated),-6%,6.7%
COCc1[nH]nc2c1C(c1cc(OC)c(O)c(OC)c1)C(C#N)=C(N)O2 (configuration not stated),0%,-3.1%
Cc1cc(-c2ccccc2)n(-c2ccc(C(=O)N3CCN(c4ncccn4)CC3)cc2)n1,-6%,1.3%
Cc1cc(/C=C2\SC(=S)NC2=O)c(C)n1C,5%,-32%
O=C1C(=O)N(Cc2ccccc2)C(c2ccc([N+](=O)[O-])cc2)/C1=C(/O)c1ccccc1 (configuration not stated),3%,-1.3%
CC1=C(C)CC2C(=O)N(c3ccccc3[N+](=O)[O-])C(=O)C2C1 (configuration not stated),2%,-2.5%
COc1ccc(C(=O)/C=C/c2c(Cl)cccc2Cl)cc1,10%,2.4%
COc1ccc(OCC(=O)Nc2ccc(OC)c(OC)c2)cc1,1%,0.4%
CS(=O)(=O)N(CC(=O)Nc1cccc(F)c1)Cc1ccccc1,6%,-0.8%
O=C(NC1CCCCC1)[C@H](O)[C@@H](O)C(=O)NC1CCCCC1,4%,0.4%
COc1ccc2c(c1)cc(C)c1nnc(SCC(=O)N3CCN(C(=O)c4ccco4)CC3)n12,3%,7.8%
O=C(Nc1cccc(Cn2cccn2)c1)c1cc2c(s1)CCCC2,-7%,-1.4%
CCc1ccc(NC(=O)c2ccc3nc(N)sc3c2)cc1,.,6.4%
COc1ccc(C(=O)c2ccc(Cl)cc2)cc1,.,6.7%
Cc1onc(-c2ccccc2Cl)c1C(=O)Nc1cccc(C(=O)O)c1,0%,-1.8%

Later entries:
canonical_smiles,Rat MKP-3 inhibitors,Hsp70 inhibitors
CC(=O)c1cccc(NC(=O)c2cc(Cl)ccc2[N+](=O)[O-])c1,2%,-2.4%
CN(C)S(=O)(=O)c1ccc(NC(=O)COC(=O)c2n[nH]c3ccccc23)cc1,.,0.2%
O=S(=O)(c1ccc2ccccc2c1)N1CCCOC1,-9%,-3.9%
Cc1ccc(C)c(Cn2nnc3c(=O)[nH]c(C(=O)NCC4CCCO4)nc32)c1 (configuration not stated),-4%,5.5%
COc1cc(C(=O)N(Cc2ccco2)Cc2cc3ccccc3[nH]c2=O)cc(OC)c1OC,8%,-1.1%
CC(C)N(C(=O)Nc1ccc2nccnc2c1)C(C)C,-14%,4.4%
COc1ccc(OC)c(/C=C/C(=O)Nc2ccc(N(C)C)cc2)c1,-1%,5.1%
Cc1cnc2cc(Cl)c(Cl)cc2n1,-3%,-0.1%&0.3%
O=C(O)C(Cc1ccccc1)N1C(=O)/C(=C/c2cccc(Br)c2)SC1=S (configuration not stated),5%,1.5%
O=C(NC12CC3CC(CC(C3)C1)C2)N1CCN(S(=O)(=O)c2ccc(Cl)cc2)CC1,-1%,-3.6%
CCc1ccc(NC(=O)CCn2ccnc2C)cc1,.,-4.1%
CCCc1nc2n[nH]c(N)c2c2c1COC(C)(C)C2,-7%,-0.6%
CC1(C)Cc2c(sc3nc(SCC(=O)N4CCOCC4)nc(N)c23)CO1,4%,-0.3%
O=C(Nc1ccccc1)c1ccc(S(=O)(=O)NCC2CCCO2)cc1 (configuration not stated),-10%,-1.7%
COc1ccc(CC(=O)Nc2ccccc2NC(C)=O)cc1OC,2%,-0.6%

Remaining list, next part.
canonical_smiles,Rat MKP-3 inhibitors,Hsp70 inhibitors
O=S(=O)(c1ccccc1)c1nc(-c2ccco2)oc1NCCCn1ccnc1,-9%,0.2%
CCCc1cc(C(=O)Nc2ccc(C(C)=O)cc2)no1,-3%,2.6%
Cc1ccc(C(=O)Nc2cccc(C(=O)N3CCOCC3)c2)cc1,.,-1.7%
CSc1oc(-c2ccccc2)nc1C(N)=O,-13%,-1.5%
CC(=O)NCCn1c(SCC(=O)NCCC2=CCCCC2)nc2ccccc2c1=O,-6%,-0.9%
CCc1ccc(CN2CCN(C(=O)c3ccc(F)cc3)CC2)cc1,-1%,-0.8%
Cc1ccc(S(=O)(=O)Nc2c(-c3ccccc3)c3cc(Br)ccc3[nH]c2=O)cc1,0%,2.1%
COc1ccc(OC(=O)c2ccc3nsnc3c2)cc1,.,-2.0%
O=C(CN(c1ccccc1)S(=O)(=O)c1ccccc1[N+](=O)[O-])Nc1cccc(Cl)c1,1%,0.1%
CCc1ccc(N2CC(C(=O)Nc3cccnc3)CC2=O)cc1 (configuration not stated),.,4.1%
COc1ccc(/C=C(/C#N)C(N)=O)c2ccccc12,3%,1.3%
O=C1S/C(=C/c2ccc(N3CCOCC3)o2)C(=O)N1Cc1c(F)cccc1Cl,.,-109%
O=C(COc1ccccc1)Nc1nc(-c2ccc3c(c2)Cc2ccccc2-3)cs1,3%,1.4%
CCCOc1ccc(N2C(=O)CC(N3CCN(Cc4ccccc4)CC3)C2=O)cc1 (configuration not stated),-1%,1.7%
CCn1c(N2CCN(S(=O)(=O)c3ccccc3C(F)(F)F)CC2)nc2ccccc21,0%,-5.9%

The listing continues:
canonical_smiles,Rat MKP-3 inhibitors,Hsp70 inhibitors
CCOC(=O)c1ccccc1NC(=O)CN(c1ccc(C)cc1)S(=O)(=O)c1ccc(OCC)cc1,3%,-4.2%
FC(F)Sc1ccc(Nc2ncnc3nc[nH]c23)cc1,.,6.9%
O=C(c1c[nH]c(=O)n(-c2ccccc2)c1=O)N1CCc2ccccc21,10%,2.3%
Cn1cc(S(=O)(=O)NCc2cccs2)c(=O)n(C)c1=O,4%,-2.3%
O=C1CC(c2ccccc2)CC(O)=C1C(C1=C(O)CC(c2ccccc2)CC1=O)c1ccc(O)c(O)c1 (configuration not stated),4%,-4.3%
COc1ccc(OC)c(/C=C/C(=O)c2ccc(F)cc2)c1,6%,-7.9%
CCCS(=O)(=O)N1CCCC(C(=O)NCCN(CC)c2ccccc2)C1 (configuration not stated),-8%,-1.1%
O=C(CN1CCOc2ccccc21)NC1CCN(Cc2ccccc2)CC1,-3%,2.3%

Assay outcomes deposited in PubChem by Sanford-Burnham Center for Chemical Genomics.
